Screens from PubChem BioAssay.
SIAE inh: human SIAE inhibitors, primary screen, biochemical, fluorescence polarization, FP-Rh probe, 1536-well HTS; SIAE FP-Rh probe binding; inhibition, % at 9.66 µM; hit rate 0.69% among 370,000; AID 1053197, 2014; Sialate O-acetylesterase (Homo sapiens), Q9HAT2;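 active = inhibition above a cutoff: mean of compounds within the control limits plus 3 SD of those, cut at about 17% in these data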;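 also: 0% = plate median of compound wells and 100% = probe without SIAE protein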
Target sequence (Q9HAT2 whole entry, looked up): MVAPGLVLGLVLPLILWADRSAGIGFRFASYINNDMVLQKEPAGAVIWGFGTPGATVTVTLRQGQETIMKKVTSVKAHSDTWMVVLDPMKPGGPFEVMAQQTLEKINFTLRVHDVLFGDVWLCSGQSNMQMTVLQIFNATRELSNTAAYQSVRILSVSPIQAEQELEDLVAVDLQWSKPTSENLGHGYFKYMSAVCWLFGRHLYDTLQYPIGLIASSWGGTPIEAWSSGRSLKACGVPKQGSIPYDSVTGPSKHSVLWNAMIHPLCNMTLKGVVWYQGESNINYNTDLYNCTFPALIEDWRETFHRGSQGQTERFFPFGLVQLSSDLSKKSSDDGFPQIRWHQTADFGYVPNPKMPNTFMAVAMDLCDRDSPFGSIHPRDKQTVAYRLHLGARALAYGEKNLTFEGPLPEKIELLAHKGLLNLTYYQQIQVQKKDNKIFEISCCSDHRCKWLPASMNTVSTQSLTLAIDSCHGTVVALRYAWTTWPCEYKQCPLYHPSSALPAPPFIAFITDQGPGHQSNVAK
PLCb3 inh: human PLC-beta3 inhibitors, primary screen, biochemical, fluorescence. Purified PLC-beta3, fluorogenic substrate. inhibition, % at 12.2 µM. 1-phosphatidylinositol 4,5-bisphosphate phosphodiesterase beta-3 (Homo sapiens), Q01970. AID 720704, 2013. hit rate 0.18% among 370,000; in the data active = inhibition above about 11%;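 also: 0% = median of compound wells on plate and 100% = full blocker control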
ADAM17 inh: ADAM17 inhibitors, primary screen, biochemical, QFRET; Disintegrin and metalloproteinase domain-containing protein 17 (Homo sapiens), P78536; recombinant ADAM17, EDANS/DABCYL FRET peptide cleavage; inhibition, % at 6.95 µM; hit rate 0.83% among 370,000; AID 720648, 2013;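 active = inhibition above the mean of compounds lying between control limits plus 3 SD, set per campaign, cut at about 8.5% in these data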;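 also: 0% = DMSO-only wells as the low control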
ADAM10 inh: human ADAM10 inhibitors, primary screen, biochemical, QFRET, HTS. hit rate 0.62% among 370,000. recombinant ADAM10, EDANS/DABCYL FRET peptide cleavage, 3 h. inhibition, % at 7 µM. Disintegrin and metalloproteinase domain-containing protein 10 (Homo sapiens), O14672. AID 720582, 2013;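 active = inhibition above a per-campaign cutoff equal to the mean of compounds falling between control-based bounds plus 3 SD, cut at about 20% in these data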;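 also: 0% = DMSO wells while the 100% control is not disclosed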
Tn6 DDE FP: inhibitors of Tn6 peptide binding to fibrin DD(E), primary screen, biochemical, fluorescence polarization, human fibrin, Tn6 probe; hit rate 0.21% among 370,000; inhibition, % at 8.3 µM; Fibrin DD(E) TRITC-Tn6 fluorescence polarization displacement; Fibrinogen beta chain (Homo sapiens), P02675;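 active = inhibition above a per-campaign cutoff: mean of compounds within control limits plus 3 SD, cut at about 15% in these data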;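 also: 0% = median of all compound wells on the plate and 100% = blocking peptide control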
Target sequence (P02675 whole entry, looked up): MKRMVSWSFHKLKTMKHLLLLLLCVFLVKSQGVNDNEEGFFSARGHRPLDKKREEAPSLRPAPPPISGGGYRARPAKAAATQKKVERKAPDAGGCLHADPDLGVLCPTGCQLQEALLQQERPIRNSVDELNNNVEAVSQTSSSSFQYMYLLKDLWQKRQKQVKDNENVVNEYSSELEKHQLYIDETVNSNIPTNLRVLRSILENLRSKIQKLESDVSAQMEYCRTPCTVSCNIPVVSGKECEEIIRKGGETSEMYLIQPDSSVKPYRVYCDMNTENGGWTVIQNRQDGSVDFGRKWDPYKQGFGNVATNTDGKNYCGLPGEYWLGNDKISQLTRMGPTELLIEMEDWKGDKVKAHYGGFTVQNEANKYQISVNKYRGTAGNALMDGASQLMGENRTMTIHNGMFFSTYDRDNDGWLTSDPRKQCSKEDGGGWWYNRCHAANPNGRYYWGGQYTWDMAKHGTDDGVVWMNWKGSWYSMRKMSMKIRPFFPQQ
Tn7 DDE FP: inhibitors of Tn7 peptide binding to fibrin DD(E), primary screen, biochemical, fluorescence polarization, human fibrin, Tn7 probe. hit rate 0.13% among 370,000. inhibition, % at 8.3 µM. FP displacement of FITC-Tn7 peptide from fibrin DD(E); 0% = median of compound wells per plate. AID 720508, 2013;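 active = inhibition above the mean of compounds falling within the control limits plus 3 SD of them, cut at about 14% in these data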;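 also: 0% = plate median of compound wells and 100% = 10 µM Aha-Tn7 peptide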
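Assay system: Human fibrin DD(E) protein | Medium: Tris buffer with calcium and detergent, pH 7.8 | Reagent: 0.1 µM fluorescent Tn7 | Compound dosing: Single point at 8.3 µM | Times: 10 min preincubation, 3 h with tracer, room temperature | Detection: Fluorescence polarization of the labelled Tn7 tracer | Controls: Aha-Tn7 high control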
TDP2 absorb: human TDP2 enzyme inhibitors, primary screen, biochemical, epi absorbance, recombinant enzyme; Tyrosyl-DNA phosphodiesterase 2 (Homo sapiens), O95551; T5PNP hydrolysis, p-nitrophenol absorbance 415 nm; inhibition, % at 12.8 µM; hit rate 0.34% among 370,000; AID 720702, 2013;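 active = inhibition above the mean of all tested compounds plus 3 SD, set per campaign, cut at about 25% in these data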;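 also: 0% = DMSO with enzyme and 100% = buffer with substrate but no TDP2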
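test system = human TDP2 enzyme | input = TDP2 enzyme at 120 nM final | medium = 50 mM Tris-HCl pH 7.5 with Mg2+, KCl, DTT, BSA | also added = T5PNP substrate, 5 mM | times = 2 h at 37 °C | technique = epi absorbance | benchmarks = high control without enzyme, low control DMSO plus TDP2 | replication = each compound tested once, singlicate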
PLCg1 inh: PLC-gamma1 enzyme inhibitors, primary screen, biochemical, fluorescence, purified enzyme; 1-phosphatidylinositol 4,5-bisphosphate phosphodiesterase gamma-1 (Homo sapiens), P19174; fluorogenic substrate; inhibition, % at 12.2 µM; hit rate 0.84% among 370,000; AID 720700, 2013; in the data active = inhibition above about 9.5%
ASAP1 GAP inh: inhibitors of human ASAP1 ArfGAP activity, primary screen, biochemical, fluorescence polarization; Arf-GAP with SH3 domain, ANK repeat and PH domain-containing protein 1 (Homo sapiens), …; ASAP1-stimulated ARF1 GTP hydrolysis, GDP FP detection; inhibition, % at 16.5 µM; hit rate 0.19% among 360,000; AID 624377, 2012; in the data active = inhibition above about 25%;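 also: 0% = vehicle with enzyme and substrate and 100% = no enzyme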
ARFGAP1 inhibitor: inhibitors of rat ARFGAP1 GAP activity, primary screen, biochemical, fluorescence polarization, GDP tracer. Arfgap1-stimulated ARF1 GTP hydrolysis, GDP FP detection. inhibition, % at 16.5 µM. ADP-ribosylation factor GTPase-activating protein 1 (Rattus norvegicus), Q62848. hit rate 0.26% among 360,000;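 active = inhibition above a per-plate limit, mean inhibition of low control wells plus 3 SD, cut at about 25% in these data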;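 also: 0% = DMSO wells with enzyme and 100% = wells lacking Arfgap1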
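system = rat Arfgap1 catalytic domain, aa 1-136 | technique = FP, GDP Alexa 633 tracer displaced from anti-GDP antibody, 620/688 nm | compound = one concentration, 16.5 µM, DMSO 1.26% | medium = HEPES-based buffer, pH 7.5 | timing = compound-enzyme preincubation 20 min, reaction 120 min, detection 60 min, 25 °C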
An asterisk follows results filed as active.

How did O=C(Nc1ccccc1Cl)c1cc(C2CCCCN2C(=O)OCCF)on1 (stereo not drawn) do in these assays?
SIAE inh: 3; PLCb3 inh: 0; ADAM17 inh: -3; ADAM10 inh: -3; Tn6 DDE FP: -2; Tn7 DDE FP: -5; TDP2 absorb: -2; PLCg1 inh: -1; ASAP1 GAP inh: -2; ARFGAP1 inhibitor: 8

Results for CCCn1c(=O)c2[nH]cnc2n(-c2ccc(Cl)cc2)c1=O ?
SIAE inh: 7; PLCb3 inh: -2; ADAM17 inh: -5; ADAM10 inh: 0; Tn6 DDE FP: 2; Tn7 DDE FP: -2; TDP2 absorb: 8; PLCg1 inh: -1; ASAP1 GAP inh: 6; ARFGAP1 inhibitor: -10

What do the screens show for `O=c1nc2ccccc2c2n1CC(CN1CCN(c3ccc(F)cc3)CC1)N2` (stereo not drawn)?
SIAE inh: -1; PLCb3 inh: 2; ADAM17 inh: -1; ADAM10 inh: -2; Tn6 DDE FP: 7; Tn7 DDE FP: 1; TDP2 absorb: -3; PLCg1 inh: 3; ASAP1 GAP inh: 3; ARFGAP1 inhibitor: 7

Results for CN(C)CCCNC(CC(=O)Nc1cccc([N+](=O)[O-])c1)C(=O)O (stereo not drawn) ?
SIAE inh: 2; PLCb3 inh: 3; ADAM17 inh: 1; ADAM10 inh: -5; Tn6 DDE FP: 2; Tn7 DDE FP: 0; TDP2 absorb: 4; PLCg1 inh: -1; ASAP1 GAP inh: -2; ARFGAP1 inhibitor: 5

What do the screens show for `C=CC[n+]1cccc(-c2cc3ccc(C)cc3[nH]2)c1`?
SIAE inh: -1; PLCb3 inh: -5; ADAM17 inh: -2; ADAM10 inh: 9; Tn6 DDE FP: -2; Tn7 DDE FP: -5; TDP2 absorb: 7; PLCg1 inh: 1; ASAP1 GAP inh: 0; ARFGAP1 inhibitor: 10

How did COc1ccc(S(=O)(=O)N[C@H]2CC[C@H](CCNC(=O)c3ccccc3F)O[C@@H]2CO)cc1 do in these assays?
SIAE inh: -1; PLCb3 inh: -1; ADAM17 inh: -6; ADAM10 inh: -11; Tn6 DDE FP: -2; Tn7 DDE FP: 0; TDP2 absorb: -7; PLCg1 inh: -1; ASAP1 GAP inh: 5; ARFGAP1 inhibitor: -12

What do the screens show for `Cn1c(Cn2cnc([N+](=O)[O-])n2)nnc1SCC(=O)Nc1ccccc1`?
SIAE inh: -5; PLCb3 inh: 1; ADAM17 inh: -2; ADAM10 inh: -6; Tn6 DDE FP: 6; Tn7 DDE FP: 0; TDP2 absorb: -2; PLCg1 inh: 1; ASAP1 GAP inh: 4; ARFGAP1 inhibitor: -14

How did COc1ccc(C(CNC(=O)c2oc3ccc(Br)cc3c2C)N2CCCCC2)cc1 (stereo not drawn) do in these assays?
SIAE inh: -1; PLCb3 inh: -4; ADAM17 inh: -3; ADAM10 inh: -1; Tn6 DDE FP: 7; Tn7 DDE FP: 1; TDP2 absorb: -1; PLCg1 inh: -2; ASAP1 GAP inh: 14; ARFGAP1 inhibitor: -4

Results for O=C(Nc1ccc(-c2cnco2)cc1)c1ccccc1 ?
SIAE inh: 1; PLCb3 inh: -3; ADAM17 inh: -4; ADAM10 inh: -3; Tn6 DDE FP: 2; Tn7 DDE FP: -2; TDP2 absorb: 3; PLCg1 inh: 1; ASAP1 GAP inh: 3; ARFGAP1 inhibitor: 3

Results for COC(=O)[C@]12C[C@H](CC(=O)NCc3ccc(C)o3)C(=O)N(Cc3cccc4ccccc34)C1=C[C@H](C1CCCC1)O[C@@H]2C ?
SIAE inh: -2; PLCb3 inh: 0; ADAM17 inh: 6; ADAM10 inh: 19; Tn6 DDE FP: -5; Tn7 DDE FP: 8; TDP2 absorb: -7; PLCg1 inh: 1

Results for COc1ccc([C@H]2CC(=O)C[C@@H](CCn3cc(C)nn3)O2)cc1 ?
SIAE inh: -3; PLCb3 inh: 3; ADAM17 inh: -1; ADAM10 inh: 0; Tn6 DDE FP: 0; Tn7 DDE FP: -2; TDP2 absorb: -10; PLCg1 inh: 2; ASAP1 GAP inh: -3; ARFGAP1 inhibitor: 11

Results for COc1ccc2ccccc2c1C1CC(=O)N2CN(C)CSC2=C1C#N (stereo not drawn) ?
SIAE inh: -6; PLCb3 inh: 4; ADAM17 inh: -1; ADAM10 inh: 13; Tn6 DDE FP: -5; Tn7 DDE FP: 8; TDP2 absorb: 16; PLCg1 inh: 11*; ASAP1 GAP inh: 0; ARFGAP1 inhibitor: -8

What do the screens show for `O=C(O)c1ccc(CN2C[C@@H](CO)O[C@@H](n3cnc4c(N5CCOCC5)ncnc43)C2)cc1`?
SIAE inh: 0; PLCb3 inh: 3; ADAM17 inh: -3; ADAM10 inh: -4; Tn6 DDE FP: -4; Tn7 DDE FP: 2; TDP2 absorb: 5; PLCg1 inh: 1; ASAP1 GAP inh: -3; ARFGAP1 inhibitor: -9

Results for CCCCCC(=O)N1CC2(CC(c3cccc(NC(=O)COc4ccc(Cl)cc4)c3)=NO2)C[C@@H]1C(N)=O (stereo partly drawn) ?
SIAE inh: -1; PLCb3 inh: 2; ADAM17 inh: 4; ADAM10 inh: 9; Tn6 DDE FP: 0; Tn7 DDE FP: 9; TDP2 absorb: -9; PLCg1 inh: -1; ASAP1 GAP inh: 8; ARFGAP1 inhibitor: 4

Results for CC1=C(C(=O)N(C)C)CC(CC(=O)NCCc2ccccn2)C(=O)N1CCCN1CCCC1=O (stereo not drawn) ?
SIAE inh: 0; PLCb3 inh: 5; ADAM17 inh: 1; ADAM10 inh: -1; Tn6 DDE FP: 7; Tn7 DDE FP: 2; TDP2 absorb: 6; PLCg1 inh: 2; ASAP1 GAP inh: 4; ARFGAP1 inhibitor: -13

What do the screens show for `CCCCn1c(=O)[nH]c(=O)c2c1nc(-c1ccncc1)n2CCOC`?
SIAE inh: 2; PLCb3 inh: -14; ADAM17 inh: -14; ADAM10 inh: -24; Tn6 DDE FP: 2; Tn7 DDE FP: 0; TDP2 absorb: 6; PLCg1 inh: -12; ASAP1 GAP inh: 4; ARFGAP1 inhibitor: -8

Results for Oc1ccc(Nc2nc(Cl)nc(NCc3ccco3)n2)cc1 ?
SIAE inh: 9; PLCb3 inh: 2; ADAM17 inh: 3; ADAM10 inh: 4; Tn6 DDE FP: 3; Tn7 DDE FP: -2; TDP2 absorb: -1; PLCg1 inh: 0; ASAP1 GAP inh: -5; ARFGAP1 inhibitor: 4

How did O=C(COc1ccc2c(c1)oc(=O)c1ccccc12)N[C@@H](Cc1ccccc1)C(=O)O do in these assays?
SIAE inh: -1; PLCb3 inh: -315; ADAM17 inh: -477; ADAM10 inh: inactive; Tn6 DDE FP: 0; Tn7 DDE FP: -4; TDP2 absorb: -11; PLCg1 inh: -225; ASAP1 GAP inh: 8; ARFGAP1 inhibitor: -14

What do the screens show for `CC(Sc1ncc(C(F)(F)F)cc1Cl)C(=O)NCC1CCCO1` (stereo not drawn)?
SIAE inh: -4; PLCb3 inh: 3; ADAM17 inh: -2; ADAM10 inh: 0; Tn6 DDE FP: 5; Tn7 DDE FP: -4; TDP2 absorb: -9; PLCg1 inh: 1; ASAP1 GAP inh: -14; ARFGAP1 inhibitor: -3

How did O=C(c1cccc(S(=O)(=O)N2CCN(c3ccc(F)cc3)CC2)c1)N1CCCC(C(F)(F)F)C1 (stereo not drawn) do in these assays?
SIAE inh: 2; PLCb3 inh: -4; ADAM17 inh: 7; ADAM10 inh: 8; Tn6 DDE FP: -5; Tn7 DDE FP: -12; TDP2 absorb: -20; PLCg1 inh: 10*; ASAP1 GAP inh: -2; ARFGAP1 inhibitor: 1

How did Fc1ccc(/C=N/N2CCOCC2)c(F)c1 do in these assays?
SIAE inh: -1; PLCb3 inh: 3; ADAM17 inh: -2; ADAM10 inh: 4; Tn6 DDE FP: 3; Tn7 DDE FP: 6; TDP2 absorb: -1; PLCg1 inh: 0; ASAP1 GAP inh: 8; ARFGAP1 inhibitor: 11

How did COc1ccccc1N(CC(=O)NCCSC(C)(C)C)S(C)(=O)=O do in these assays?
SIAE inh: -1; PLCb3 inh: 3; ADAM17 inh: -1; ADAM10 inh: 4; Tn6 DDE FP: 5; Tn7 DDE FP: 2; TDP2 absorb: 1; PLCg1 inh: 3; ASAP1 GAP inh: -3; ARFGAP1 inhibitor: 20

What do the screens show for `CCC(=O)N(Cc1cc2ccccc2[nH]c1=O)c1ccc(OC)cc1`?
SIAE inh: -2; PLCb3 inh: 0; ADAM17 inh: -1; ADAM10 inh: -5; Tn6 DDE FP: -4; Tn7 DDE FP: 6; TDP2 absorb: 10; PLCg1 inh: -1; ASAP1 GAP inh: 0; ARFGAP1 inhibitor: -12

What do the screens show for `Cc1c(Cc2ccc3c(c2)OCO3)sc(NC(=O)c2ccccc2)c1C(N)=O`?
SIAE inh: -18; PLCb3 inh: -278; ADAM17 inh: -8; ADAM10 inh: -19; Tn6 DDE FP: -2; Tn7 DDE FP: 4; TDP2 absorb: -3; PLCg1 inh: -215; ASAP1 GAP inh: 14; ARFGAP1 inhibitor: -1

What do the screens show for `O=C(Nc1ccc(Cc2ccncc2)cc1)C1CCC(N2C(=O)C3C4C=CC(C4)C3C2=O)CC1` (stereo not drawn)?
SIAE inh: 4; PLCb3 inh: 3; ADAM17 inh: 2; ADAM10 inh: 5; Tn6 DDE FP: 0; Tn7 DDE FP: -5; TDP2 absorb: -17; PLCg1 inh: 6; ASAP1 GAP inh: -1; ARFGAP1 inhibitor: 13
